Screens: PubChem BioAssay, National Center for Advancing Translational Sciences (NCATS)
Rab9 promoter act: activators of Rab9 promoter; Huh7 Rab9 promoter-luciferase reporter, luminescence, 24 h; Potency, µM (series often up to 9.22 µM), without a hit: at the highest dose activation, negative = inhibition, usual class: activators; hit rate 2.8% among 320,000; AID 485297; further: % of control where 0% means no effect; nearly all actives have a fitted effect of over 60% in size
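Using Huh7 cells stably transfected with Rab9 promoter–luciferase, compounds were incubated 24 h at 37 °C, 5% CO2; luciferase luminescence was read 10 min after reagent addition.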
RORg inh: ROR gamma (mouse) transcription inhibition; P51450; Drosophila S2 Gal4-RORgamma UAS-luciferase reporter, 20 h; Potency, µM (top dose mostly 53.6 µM), inactives show at the top dose activity change, negative = inhibition, hits mostly inhibitors; hit rate 5.4% among 310,000; further: on the % scale 0 is the no-effect control and ±100 the full control effect; nearly all actives have a fitted effect of over 60% in size
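Drosophila Schneider cells stably carrying a metallothionein-driven Gal4 DBD–ROR gamma fusion and a UAS-Photinus luciferase reporter were exposed to compound for 1 hr, then induced with copper sulfate (700 uM final) for 20 hr at ambient temperature before luminescence reading.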
BRCA1 expr up: BRCA1 expression activation; MCF7-BRCA1-FFLuc reporter, luminescence, 48 h; response scale: scaled: vehicle 0%, 10 µM genistein 100%; AID 624202; hit rate 1.1% among 380,000; Potency, µM (top dose mostly 46.1 µM), inactives show at the highest dose activation, usual class: activators; further: nearly all actives have a fitted effect of over 80% in size; some results filed as inactive show a strong effect at the top dose
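Luminescence from a BRCA1-driven firefly luciferase in MCF7 cells was read after 48 h compound exposure at 37 C. Data normalized against DMSO and a 10microM genistein activation control, then curve-fitted across the titration.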
VP16 counter: Gal4-VP16 reporter inhibition counter-screen; Drosophila S2 Gal4-VP16 UAS-luciferase, luminescence, 20 h; AID 2546; hit rate 3.5% among 310,000; Potency, µM (titrated, usually from 53.6 µM), without a hit: at the top dose activity, negative = inhibition, usual class: inhibitors;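 further: Gal4-VP16 expression switched on by copper sulfate through the metallothionein promoter; on the % scale 0 is the no-effect control and ±100 the full control effect; nearly all actives have a fitted effect of over 50% in size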
p53 reactivator: mutant p53 re-activation in reporter cells; H1299 p53-A138V BP100-luciferase reporter, luminescence, 24 h; Potency, µM (doses to about 92.2 µM), inactives show top-dose activity change, positive = activation, most hits filed as activators; hit rate 0.063% among 320,000; further: % of control where 0% means no effect; nearly all actives have a fitted effect of over 45% in size
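p53-null H1299 cells stably carrying temperature-sensitive p53-A138V and a BP100-luciferase reporter were pinned with compounds (4-point, 1:5 series) and held 24 hrs at 37 deg C. Luminescence was read 10 min after detection reagent.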
MBNL1 CUG block: MBNL1-poly(CUG) RNA binding inhibition | Potency, µM (series often up to 57.5 µM), for inactives: top-dose activity change, negative = inhibition, hits mostly inhibitors | TR-FRET MBNL1-His/biotin-(CUG)12 binding, 665/545 ratio | Q9NR56 | AID 2675 | hit rate 0.036% among 280,000; active means well fitted inhibition curve with a large enough effect in the signal ratio, with a control signal flat, not every such curve was filed as active; inconclusive means small, poorly fitted or top-dose-only effect, or effect the other way, or a change in a side signal; inactive means no such curve, though single readings can be large or run the other way; the % refers to the signal ratio; further: on the % scale 0 is the no-effect control and ±100 the full control effect
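MBNL1-His + Biotin-(CUG)12, cpd titration 92 nM–58 uM; Tb anti-His Ab 0.055 ng/ul, SA-XL665 5 nM (final); 60 min RT; ratiometric 665/545 nm, Ex 340 nm; normalized to buffer and full-complex controls.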
CXXC DNA block: inhibitors of human MLL CXXC domain-DNA interaction; MLL-CXXC / FITC-HOXA9 DNA fluorescence polarization; hit rate 0.037% among 290,000; Q03164; Potency, µM (titrated, usually from 115 µM), for inactives: at the highest dose activity change, negative = inhibition, most hits filed as inhibitors; AID 2662; active means well fitted inhibition curve with a large enough effect in the polarisation, with a control signal flat, not every such curve was filed as active; inconclusive means small, poorly fitted or top-dose-only effect, or effect the other way, or a change in a side signal; inactive means no such curve, though single readings can be large or run the other way; the % refers to the polarisation
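Steps: dispense CXXC domain solution (7 uM) → pin compounds or unlabeled HOX-A9 DNA control → 5 min ambient → add FLSN-HOX-A9 solution (50 nM) → spin → 30 min ambient → fluorescence polarization. Tris pH 7.5/NaCl/DTT/BSA buffer.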
uPA generation: cell surface uPA generation inhibition | cell surface uPA generation assay, qHTS | hit rate 0.31% among 330,000 | AID 540303 | Potency, µM (highest dose often 38.3 µM), for inactives: at the top dose activity change, negative = inhibition, hits mostly inhibitors; active means well fitted inhibition curve with a large enough effect; inconclusive means small, poorly fitted or top-dose-only effect; inactive means no such curve, though single readings can be large or run the other way; tested in mouse RAW 264.7 cells; further: on the % scale 0 is the no-effect control and ±100 the full control effect; nearly all actives have a fitted effect of over 55% in size
ELG1 genotoxic: inducers of genotoxicity in HEK293T ELG1-luciferase cells; hit rate 1.3% among 330,000; AID 504466; Potency, µM (titrated, usually from 46 µM), inactives show at the highest dose activity change, positive = activation, actives largely listed as activators; HEK293T ELG1-luciferase reporter, luminescence, 16 h; further: % of control where 0% means no effect; nearly all actives have a fitted effect of over 60% in size
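HEK293T cells expressing luciferase-tagged ELG1 were exposed to compound or DMSO vehicle for 16 hr at 37 °C and 5% CO2. Luciferase activity was then measured with ONE-Glo after 30 min at room temperature.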
FLuc modulator: firefly luciferase modulation, counter-screen for miR-21 project | purified FLuc, Km substrates, luminescence inhibition | Potency, µM (series often up to 57.5 µM), for inactives: at the highest dose activity change, negative = inhibition, most hits filed as inhibitors | hit rate 6.9% among 360,000 | AID 588342;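 further: plate controls were vehicle for no effect and reference inhibitor for full effect; nearly all actives have a fitted effect of over 55% in size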
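Purified P. pyralis luciferase, 10 nM final, with Km-level 10 uM D-luciferin and 10 uM ATP in 50 mM Tris acetate pH 7.5, 10 mM Mg acetate, 0.01% Tween-20, 0.05% BSA; 6-point qHTS titration about 60 µM downward; luminescence read.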
NPC1 prom act: NPC1 promoter activation | Huh7 NPC1 promoter luciferase reporter, 24 h | Potency, µM (titrated, usually from 9.22 µM), without a hit: top-dose activation, usual class: activators | hit rate 2.4% among 320,000 | AID 485313;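 further: % of control where 0% means no effect; nearly all actives have a fitted effect of over 60% in size; reporter is driven by a mutant NPC1 promoter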
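Stable NPC1-promoter luciferase Huh7 line; cpd (DMSO) 24 h, 37 °C, 5% CO2; Amplite luciferase reagent 10 min RT; luminescence readout. qHTS format.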
* hit, by the source's call; ? = inconclusive; . = no result given; [ ] = dose if it differs, or a comment. Unless noted, the call rests on the fitted dose curve; in most records, active means well fitted curve in the direction sought with a large enough effect; inconclusive means small, poorly fitted or top-dose-only effect, or another doubt; inactive means no such curve, though single readings can be large; an effect the other way counts as inactive or inconclusive. Potency means the concentration at half of the fitted maximal effect. A portion of the library (hit frequency here may not be typical).

Each structure is followed by: VP16 counter, CXXC DNA block, ELG1 genotoxic, MBNL1 CUG block, RORg inh, Rab9 promoter act, p53 reactivator, FLuc modulator, BRCA1 expr up, NPC1 prom act, uPA generation
O=S(=O)(Cc1ccccc1)NCC1CCCN(Cc2ccc3nonc3c2)C1 (stereo not drawn)
    -10%, -3%, -4%, ?, 2%, 0%, 2%, -2%, 0%, -2%, -2%
Cc1nn(-c2ccc([N+](=O)[O-])cc2)c2c1C(c1cccc(Br)c1)N1C(=N2)C(=O)Nc2ccccc21 (stereo not drawn)
    2%, 12%, -8%, ., -20%, -17%, 2%, -1%, -43%, -15%, 3%
CC1CCN(C(=O)Cn2c(=O)n(CCc3ccccc3)c(=O)c3ccccc32)CC1
    0%, -3%, -14%, -3%, 2%, 9%, -1%, -3%, -56%, -1%, 0%
COc1ccc(NC(=O)CN(c2ccc(F)cc2)S(=O)(=O)c2ccccc2)c(OC)c1
    -7%, 1%, -5%, -14%, 24%, 0%, 6%, 2%, -32%, -5%, 3%
CCOc1ccc(S(=O)(=O)NCCCn2ccnc2)cc1
    ., 1%, -3%, 4%, ., 5%, ., 1%, 2%, 4%, 17%
COC(=O)c1ccc(Cn2cnc3c(cnn3-c3ccc(C)c(C)c3)c2=O)o1
    -4%, 37%[activator], -4%, 0%, 5%, -4%, -2%, 1%, -3%, -1%, -4%
CCCc1nnc(SCC(=O)Nc2nnc(CC)s2)n1CC1CCCO1 (stereo not drawn)
    2%, 4%, -4%, -2%, 0%, 0%, 6%, 3%, 0%, -5%, 1%
COc1cccc(CNC(=O)C2CCN(S(=O)(=O)c3ccc(F)cc3)CC2)c1
    ., 7%, -3%, -2%, 34%[0.365 µM], 2%, 17%, 1%, -11%, 0%, -3%
CCC(=O)Nc1c2c(nn1-c1ccccc1)CSC2
    -12%, 0%, 0%, 1%, 7%, -7%, 0%, 2%, 1%, -4%, 6%
Cc1cc(CNC(=O)C(C)n2nc(C)c([N+](=O)[O-])c2C)c2ccccc2n1 (stereo not drawn)
    14%, -8%, -5%, ., 4%, 0%, 7%, 3%, 0%, 0%, -3%
COc1ccc(N/C=C\C(=O)c2ccc3c(c2)OCO3)cc1OC
    -12%, -3%, ?, ., ?, 25%, ?, 1.7µM*, 36%, 27%, -2%
COc1ccc(-n2nc3c(c2NC(=O)C24CC5CC(CC(C5)C2)C4)CS(=O)C3)cc1 (stereo not drawn)
    8%, -3%, 3%, 5%, -8%, 5%, 1%, -1%, 10%, 1%, 25%
COc1cc(/C=C/C(=O)Nc2cccc(S(=O)(=O)NC3=NCCCCC3)c2)ccc1OCC#N
    ., ., -21%, ., ., 1%, -8%, -5%, -9%, 1%, 5%
Cc1ccc(C(N)=Nc2ccccc2)cc1
    -5%, 1%, 7%, -4%, 3%, -1%, 0%, -7%, 12%, -3%, -17%
COC(=O)c1ccc(C)c(NC(=O)Cc2ccc([N+](=O)[O-])cc2)c1
    3%, 0%, 1%, 0%, -7%, -2%, 2%, -2%, ., -2%, .

Each structure is followed by: VP16 counter, CXXC DNA block, ELG1 genotoxic, MBNL1 CUG block, RORg inh, Rab9 promoter act, p53 reactivator, FLuc modulator, BRCA1 expr up, NPC1 prom act, uPA generation
O=C(CSc1ccc(-c2ccccc2)nn1)c1ccccc1
    -3%, -3%, ?, -11%, 26%, ?, ?, 17µM*, ?, ?, -7%
CCCC(C(=O)Nc1ccc(C)c(S(=O)(=O)N2CCOCC2)c1)c1ccccc1 (stereo not drawn)
    ., ., -7%, ., ., -2%, 0%, -1%, -26%, -3%, -3%
O=C(CN1CCN(C(=O)C2CCC2)CC1)Nc1ccc(F)cc1
    ., ., 2%, ., ., -5%, 11%, ., 0%, -2%, -71%
O=C(C1CC1)N1CCN(c2nc3ccccc3s2)CC1
    3%, -11%, ?, 9%, 3%, 2.2µM*, ?, 21µM*, 82%, 2.8µM*, -28%
O=C(NCCSc1ccccc1)c1ccc(CN2CCOCC2)cc1
    -4%, 0%, ?, -9%, 2%, 2µM*, 9%, 12µM*, ?, 2µM*, 12%
Cn1ncc(Cl)c(Oc2ccc(Cl)cc2)c1=O
    ?, 5%, -1%, 15%, 5%, -2%, 0%, 1%, -46%, -1%, 6%
CCOc1ccc(Cl)cc1S(=O)(=O)n1cnc2cc(C)c(C)cc21
    -2%, -5%, -2%, 1%, 2%, 1%, -1%, 0%, -54%, 4%, 4%
COc1cc(/C=C/C(=O)O)cc(S(=O)(=O)NCc2ccc3c(c2)OCO3)c1OC
    2%, 7%, 0%, ?, -14%, -1%, 0%, -2%, 4%, -1%, 1%
Cc1cc2c(=O)n(NC(N)=O)c(C)nc2s1
    -10%, -1%, 3%, 6%, -15%, 2%, -4%, -2%, 9%, -3%, -1%
Cc1nn(CC(=O)NC2C(=O)N3C(C(=O)O)=C(CSc4nnnn4C)CSC23)cc1Br (stereo not drawn)
    -12%, 10%, 2%, -6%, -7%, -4%, 4%, 0%, -10%, -10%, 8%
Brc1ccc(N=NNc2ccccc2)cc1
    5%, 6%, ?, 9%, ?, ?, ?, 6µM*, 53%, ?, 3%
O=C(c1ccccc1)N1CCN(C(=O)N2CCCCC2)CC1
    1%, 0%, -3%, -13%, 27%, 2%, 0%, 0%, 12%, -4%, -3%
CCN1CCN(C(=S)Nc2ccc(Cl)cc2Cl)CC1
    -2%, -5%, -4%, -2%, 7%, 9%, 6%, ?, -17%, 1%, -5%
O=C(CN1CCN(Cc2ccccc2)CC1)c1c[nH]c2ccccc12
    0%, 34%[activator], -3%, -3%, -5%, 3%, 2%, 8%, -15%, -3%, 3%
Fc1ccccc1/C=N/N1CCN(Cc2ccccc2Cl)CC1
    -2%, 1%, 5%, -2%, 23%, 20%, ., ?, 98%, 16%, 1%

A draw from above in order of molecular weight, highest first.
Each structure is followed by: VP16 counter, CXXC DNA block, ELG1 genotoxic, MBNL1 CUG block, RORg inh, Rab9 promoter act, p53 reactivator, FLuc modulator, BRCA1 expr up, NPC1 prom act, uPA generation
Cc1nn(CC(=O)NC2C(=O)N3C(C(=O)O)=C(CSc4nnnn4C)CSC23)cc1Br (stereo not drawn)
    -12%, 10%, 2%, -6%, -7%, -4%, 4%, 0%, -10%, -10%, 8%
COc1cc(/C=C/C(=O)O)cc(S(=O)(=O)NCc2ccc3c(c2)OCO3)c1OC
    2%, 7%, 0%, ?, -14%, -1%, 0%, -2%, 4%, -1%, 1%
CCOc1ccc(Cl)cc1S(=O)(=O)n1cnc2cc(C)c(C)cc21
    -2%, -5%, -2%, 1%, 2%, 1%, -1%, 0%, -54%, 4%, 4%
Fc1ccccc1/C=N/N1CCN(Cc2ccccc2Cl)CC1
    -2%, 1%, 5%, -2%, 23%, 20%, ., ?, 98%, 16%, 1%
O=C(CSc1ccc(-c2ccccc2)nn1)c1ccccc1
    -3%, -3%, ?, -11%, 26%, ?, ?, 17µM*, ?, ?, -7%
O=C(c1ccccc1)N1CCN(C(=O)N2CCCCC2)CC1
    1%, 0%, -3%, -13%, 27%, 2%, 0%, 0%, 12%, -4%, -3%
Cn1ncc(Cl)c(Oc2ccc(Cl)cc2)c1=O
    ?, 5%, -1%, 15%, 5%, -2%, 0%, 1%, -46%, -1%, 6%

Next records:
Each structure is followed by: VP16 counter, CXXC DNA block, ELG1 genotoxic, MBNL1 CUG block, RORg inh, Rab9 promoter act, p53 reactivator, FLuc modulator, BRCA1 expr up, NPC1 prom act, uPA generation
CCOC(=O)C1(Cc2ccccc2C(F)(F)F)CCN(CC(O)CO)CC1 (stereo not drawn)
    -12%, -2%, 0%, 4%, -11%, -3%, 4%, 4%, -9%, 0%, -5%
CCN(CC)S(=O)(=O)c1ccc2[nH]c(=O)cc(C(=O)N(C)C3CCS(=O)(=O)C3)c2c1 (stereo not drawn)
    ., ., 2%, ., ., 10%, 2%, 3%, 9%, -1%, 3%
CCOC(=O)/C=C1\SCC(=O)N1CC(=O)NCc1ccc(OC)c(OC)c1
    -8%, 8%, 0%, -1%, -4%, -3%, -1%, 1%, 0%, -4%, 6%
O=C(CN1CCCC1)Nc1cccc(Cl)c1
    -3%, -9%, 3%, -2%, 27%, -4%[1.84 µM], -10%, -2%, 4%, -4%, -1%
COc1ccc(C(=O)CCNc2ccc(C)c(Cl)c2)cc1
    -2%, 8%, -1%, 0%, 1%, 2%, 11%, 1%, 6%, -3%, 9%
